From PubChem
GalR3 antagonist = blocks the human galanin receptor 3 | O60755 | HEK293 GalR3-CNG cAMP membrane potential fluorescence; galR3 body fused to GalR1 C-terminus | inhibition, % at 3 µM | 360,000 compounds, 0.44% hits;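 active = inhibition above the screen-wide average plus 3 SD, cut at about 13% in these data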;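 note: forskolin and galanin both at EC90 stimulate the cells; cAMP rise reported by CNG channel membrane potential dye signal; 0% = forskolin plus galanin with DMSO and 100% = forskolin alone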
CRFBP-R2 agonist = CRF-BP/CRF-R2 complex agonism | HEK293 CRF-R2/CRF-BP, calcium dye fluorescence (FLIPR); percent of saturating CRF peptide response | activation, % at 13.2 µM | 350,000 compounds, 0.46% hits | AID 588473;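 active = activation of at least 50%, plus an integration ratio under a set limit after plate pattern correction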;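 note: plate controls were neutral control wells without compound for no effect and CRF at EC100 for full effect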
p-CIP stab down = p/CIP protein destabilization | Q05BA5 | F442A p/CIP-EGFP cells, EGFP fluorescence, 16 h | decrease of EGFP signal, % at 10 µM | 290,000 compounds, 0.01% hits | AID 1984;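 active = EGFP signal decrease of at least 30% at 10 µM or well 3 SD below plate mean, unless failing retest; inactive = the rest, including hits failing retest or dose response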; note: some compounds called inactive have numbers as strong as hits; many of its hits are not listed in these tables
IDE cell inh = inhibitors of human insulin-degrading enzyme in cells; HEK cells, FAbetaB cleavage, fluorescence polarization; 320,000 compounds, 0.41% hits; P14735; inhibition, % at 5.59 µM; AID 434962;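 active = percent inhibition above the average of all tested compounds plus 3 SD, set per screening campaign, cut at about 16% in these data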;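 note: IDE supplied by intact live HEK cells; FP after avidin binding of uncleaved biotin substrate so inhibition keeps polarization high; 0% = DMSO wells and 100% = 60 µM reference IDE inhibitor Ii1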
Target sequence (P14735 whole entry, looked up): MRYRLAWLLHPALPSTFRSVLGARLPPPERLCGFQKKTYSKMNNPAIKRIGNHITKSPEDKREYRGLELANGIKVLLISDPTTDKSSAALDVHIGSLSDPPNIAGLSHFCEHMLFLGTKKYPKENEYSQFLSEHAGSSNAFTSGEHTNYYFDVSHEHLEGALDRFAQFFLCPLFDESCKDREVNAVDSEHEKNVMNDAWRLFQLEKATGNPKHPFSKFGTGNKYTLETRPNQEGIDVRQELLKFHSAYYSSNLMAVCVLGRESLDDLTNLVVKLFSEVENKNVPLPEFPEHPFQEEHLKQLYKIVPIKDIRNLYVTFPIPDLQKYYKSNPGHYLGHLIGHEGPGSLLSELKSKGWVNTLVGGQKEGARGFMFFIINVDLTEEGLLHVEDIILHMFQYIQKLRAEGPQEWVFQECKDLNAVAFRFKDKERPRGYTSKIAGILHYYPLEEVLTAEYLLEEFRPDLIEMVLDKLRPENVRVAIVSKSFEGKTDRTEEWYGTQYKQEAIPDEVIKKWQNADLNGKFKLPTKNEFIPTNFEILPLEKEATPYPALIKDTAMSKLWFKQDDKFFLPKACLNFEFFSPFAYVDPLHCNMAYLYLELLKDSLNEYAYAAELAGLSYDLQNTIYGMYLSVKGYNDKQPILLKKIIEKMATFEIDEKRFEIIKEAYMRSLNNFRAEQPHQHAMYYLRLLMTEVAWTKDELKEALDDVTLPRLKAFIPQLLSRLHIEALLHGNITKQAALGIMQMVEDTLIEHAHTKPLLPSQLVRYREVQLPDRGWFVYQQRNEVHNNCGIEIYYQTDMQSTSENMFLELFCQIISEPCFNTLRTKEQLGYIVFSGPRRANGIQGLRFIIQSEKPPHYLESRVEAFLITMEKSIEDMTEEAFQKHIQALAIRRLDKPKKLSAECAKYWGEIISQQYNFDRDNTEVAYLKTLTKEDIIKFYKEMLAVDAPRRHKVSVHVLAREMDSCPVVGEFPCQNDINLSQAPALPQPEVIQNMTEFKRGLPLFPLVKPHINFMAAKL
MEKK3 PB1 HTS = modulators (inhibitors or enhancers) of MEK5 binding to human MEKK3 PB1 domain; AID 1529; 290,000 compounds, 1.4% hits; binding response (% of control), % at 10 µM; bead-based flow cytometry, Alexa488-MEK5 binding to MEKK3; actives lie on both sides; 0 = blocked by unlabeled MEK5, 100 = vehicle; Q99759;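 active = binding response more than 3 SD above or below the average of its plate-row segment, actives on both sides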;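 note: Alexa488 bead fluorescence after subtracting the streptavidin-only scavenger bead signal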
PHOSPHO1 block = blocks human PHOSPHO1 phosphatase activity. Q8TCT1. recombinant PHOSPHO1, absorbance phosphatase assay. inhibition, % at 13.3 µM. 290,000 compounds, 1.1% hits. AID 1565; in the data active = inhibition above about 60%
CRFR2-BP antag = CRF-BP/CRF-R2 complex antagonism; HEK293 CRF-R2/CRF-BP, CRF-induced calcium fluorescence; inhibition, % at 11.8 µM; 350,000 compounds, 0.59% hits;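 active = inhibition of the ligand-induced calcium signal above about 50% at the single tested concentration, limit read from the data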
IDE act = activators of human insulin-degrading enzyme in cells; P14735; HEK cells, FAbeta-B cleavage, fluorescence polarization; 0% vehicle, 100% cell-free pure enzyme wells; activation, % at 5.96 µM; 340,000 compounds, 0.073% hits; AID 493087;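 active = activation above the mean of all tested compounds plus 3 SD, set per screening campaign, cut at about 17% in these data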
M4 PAM = potentiates acetylcholine response at human M4 receptor; P08173; CHO-K1 hM4/Gqi5, Fluo-8 calcium fluorescence, ACh EC20; 0% = ACh EC20, 100% = maximal ACh; activation, % at 3 µM; 360,000 compounds, 0.4% hits;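 active = activation above its plate's cutoff, the mean activation of sample wells plus 3 SD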; note: some results filed as inactive read as strong as hits
* = called active by the depositor; . = not tested or not shown; [ ] = another dose, or the depositor's remark.

SMILES	GalR3 antagonist	CRFBP-R2 agonist	p-CIP stab down	IDE cell inh	MEKK3 PB1 HTS	PHOSPHO1 block	CRFR2-BP antag	IDE act	M4 PAM
Cc1ccc(N(Cc2ccco2)C(=O)c2ccc(N3CCCCC3)c([N+](=O)[O-])c2)cc1	-6	0.6	-4	-2	102	0	-11	2	-14
C=Cc1ccc(CN2CCCN(Cc3ccc(F)cc3)S2(=O)=O)cc1	-12	2.9	-10	-7	106	26	14	3	-8
CCOC(=O)c1c(S(=O)(=O)N2CCC(C)CC2)c(C)n(C)c1C	-6	1.9	-9	0	99	43	1	3	4
CC(=O)Nc1ccc(C(C#N)c2ccccc2)cc1 (stereo unspecified)	-5	0.6	-14	3	108	41	28	4	-2
CCOc1ccc(COC(=O)C2CC(=O)N(CCc3ccccc3)C2)cc1OC (stereo unspecified)	-6	-0.9	.	-3	.	.	3	-1	5
CCOc1cc(/C=C2\C(=O)NN(c3ccccc3)C2=O)cc([N+](=O)[O-])c1O	-3	-3.4	10	-4	96	-5	13	1	1
Cc1nc2c(cc1NC(=O)c1ccccc1)nc(C)n2Cc1ccccc1	-12	0.1	-4	-2	104	8	-5	0	-1
Cc1noc(C)c1COC(=O)c1cccc(S(=O)(=O)N2CCOCC2)c1	-4	0.0	.	0	.	.	3	-3	-6
C1COCCNCCOCCOCCOCCN1	-3	1.6	2	0	105	-1	-14	3	15
CCS(=O)(=O)N1CCN(C(=O)c2ccccc2)CC1	-3	-0.7	-12	0	103	16	9	5	15
Cc1cc(NC(=O)CS(=O)(=O)c2ccc(F)cc2)no1	-4	-1.7	.	11	.	.	14	-2	15
COC(=O)C(C(=O)Nc1cc(C)on1)C1CCCCCC1 (stereo unspecified)	-4	2.4	6	4	104	7	5	2	6
Cc1ccc(CN2CCNC(=O)C2CC(=O)N(C)C2CCCCC2)o1 (stereo unspecified)	-4	0.1	-6	7	107	-3	2	3	3
Cc1cc(C)cc(N(C(=O)c2cccs2)C2C=CS(=O)(=O)C2)c1 (stereo unspecified)	-4	-1.1	-5	1	102	-12	-10	5	0
COc1ccc(-c2cc(-c3nc4ccccn4c3NCc3ccccc3)ccc2OC)cc1	-5	-0.1	.	4	.	.	27	2	-16
O=C(CO/N=C/c1ccc(Cl)cc1Cl)NNC(=O)c1ccc(Cl)cc1Cl	-5	1.2	-3	-4	103	18	0	6	7
Cc1nn(Cc2cccc(C(=O)NC34CC5CC(CC(C5)C3)C4)c2)c(C)c1Br	-2	0.6	4	2	106	-16	5	4	-12
CCOC(=O)C(N)CSC1CC(=O)N(CCc2ccccc2)C1=O (stereo unspecified)	-9	-1.8	3	4	90	14	7	1	0
COc1ccc(C(=O)Nc2cc3c(cc2C(=O)O)OCCCO3)c(OC)c1	-2	-0.6	-17	-3	104	28	17	0	2
O=C(Nc1ccccc1Cl)N1CCCN(c2nc(-c3ccccc3)ns2)CC1	-5	3.3	1	21*	101	42	-38	-15	-38
N#Cc1ccc(C(=O)CSc2n[nH]c(=O)n2-c2cccnc2)cc1	-5	1.0	6	6	98	25	-10	.	-3
COC(=O)C(N)CCCCN (stereo unspecified)	-3	2.8	.	-2	105	.	4	7	-4
Cc1ccc(-c2cc(-c3nnc(SCC(=O)NCC(C)C)n3N)c3ccccc3n2)cc1	-5	-3.4	-2	3	94	19	8	6	2
CN1C(=O)C(=O)/C(=C(/O)c2ccccc2)C1c1ccccc1 (stereo unspecified)	-4	-1.9	2	0	101	.	6	1	-4
COc1cc2sc(-c3ccccc3OC)c(-c3ccc(O)cc3)c2cc1OC	2	-2.8	.	-1	.	.	8	-1	6
Cc1ccn(CCSCC(=O)O)n1	-2	0.2	1	8	103	-8	2	2	4
Cc1ccc(OCC(=O)Nc2ccc(N3CCN(S(C)(=O)=O)CC3)cc2)c(C)c1	-3	-2.6	-36	-2	96	41	-5	0	0
CCN(Cc1ccccc1)C(c1ccccn1)c1nnnn1C1CCCCC1 (stereo unspecified)	2	-2.0	-6	-1	101	8	2	4	-4
Nc1cc(C(F)(F)F)ccc1-n1cccc1	-1	0.1	-16	4	100	20	-3	0	0
CCc1cc(-c2nc(N)ncc2-c2ccc(Br)cc2)c(O)cc1OC	2	0.7	0	7	87	-10	-10	-2	3
Cc1noc(/C=C/c2ccc(-c3ccccc3Cl)o2)c1[N+](=O)[O-]	.	205*	-108	5	102	-4	-170	-11	8
O=C(CCN1C(=O)/C(=C/c2ccccc2F)SC1=S)NCCCn1ccnc1	2	1.5	-24	1	96	53	-11	-2	-11
CC1(C)CC(NC(=O)c2ccccn2)CC(C)(C)N1O	-3	-0.3	-12	-1	116	-22	4	-3	10
O=C(CSc1ncnc2ccccc12)c1cccs1	1	-1.5	1	6	63*[inhibitor]	-20	-1	-3	-14
CCOc1ccc(NC(=S)N(CCc2c(C)[nH]c3ccc(C)cc23)Cc2ccco2)cc1	1	-1.1	-5	4	96	-1	19	-4	0
COc1cc(CNc2ccc(N3CCCCC3)cc2)ccc1OCC(=O)NC(C)(C)C	-8	0.2	-1	0	104	39	-4	-1	4
COc1ccc(-n2c(O)c(Cc3ccccc3)c(=O)n3nc(-c4ccccc4)c(=O)cc23)cc1	-2	-1.9	-24	0	97	13	27	0	1
CC(C)=CC(=O)OCC(=O)Nc1nc(C)c(Cl)cc1Cl	-2	1.7	-7	-2	98	12	-14	1	-5
CCOC(=O)c1c(C)[nH]sc1=S	-6	1.6	13	.	.	39	-2	-2	-2
O=c1[nH][nH]c(-c2ccccc2)c1C=Nc1ccc(F)cc1F	-3	1.0	-17	0	102	11	4	7	21*
O=C(CCCc1nc(-c2ccc(Cl)cc2)no1)NC1CCCCC1	-10	0.7	-42	0	102	24	11	-4	1
COc1ccc(C2/C=C\CN(S(=O)(=O)c3ccc(C)cc3)[C@H](Cc3ccccc3)C(=O)N2Cc2ccc(F)cc2)cc1 (stereo partly specified)	.	2.1	-8	3	91	18	2	-2	6
CCOC(=O)CCCNC(=O)COc1ccccc1C#N	8	0.1	-2	2	97	-28	-11	2	1
CCCC12CN3CC(C)(CN(C1)C3c1ccc([N+](=O)[O-])o1)C2=O (stereo unspecified)	-6	-1.6	-10	0	106	25	1	0	6
COc1ccc(NC(=O)Nc2cccs2)cn1	-10	5.6	14	.	91	16	7	-1	-6
COC(=O)C(Cc1c[nH]c2ccccc12)NC(=O)c1ccccc1Br (stereo unspecified)	-2	1.0	-15	0	93	3	9	3	0
Cn1cnnc1SCC(=O)c1cc2ccccc2oc1=O	-3	1.5	3	0	99	23	4	0	-8
COc1ccc(CNC(=O)COC(=O)/C=C/c2ccco2)cc1	-3	-2.7	2	7	81	13	11	1	-2
CC(C)(C)NC(=O)C(c1ccccn1)N(C(=O)c1csnn1)C1CCCCC1 (stereo unspecified)	3	-1.1	10	1	102	37	3	5	4
O=S(=O)(Nc1ccccn1)c1cc(Cl)ccc1Cl	-9	0.0	-13	3	104	18	0	2	-11
C=CCSc1nnc(-c2cccnc2)o1	8	-0.6	-13	4	99	-6	-12	3	3
CC1(C)CC(=O)C2=C(C1)OC(N)=C(C#N)C2C#Cc1ccccc1 (stereo unspecified)	-4	15	-25	10	102	18	2	-4	-4
O=C(NCN1C(=O)C2C3C=CC(C3)C2C1=O)Nc1ccccc1O (stereo unspecified)	-4	-0.4	2	7	100	2	26	-2	13
C/C(CCc1ccccc1)=N/NC(=O)C(=O)NC(C)c1ccccc1 (stereo unspecified)	-1	0.6	-14	-3	102	-3	1	2	-8
CC1Cc2ccccc2N1C(=O)COC(=O)c1ccc(S(=O)(=O)N(C)C)cc1 (stereo unspecified)	-1	-1.4	-18	-1	95	32	13	-1	11
O=C(NCCS(=O)(=O)NCCc1ccccc1)c1ccccc1	-5	-0.8	.	1	.	.	6	-6	9
COc1ccc([C@H]2CC(=O)C=C(c3ccc(F)cc3OCc3ccccc3)C2)cc1	-1	5.2	.	-3	.	.	-18	0	5
CC(C)CCNC(=O)[C@@H](NC(=O)c1c(F)cccc1F)C(C)C	-3	-1.8	-8	0	101	0	13	3	2
CCCCN=C1N/C(=C\c2ccco2)C(=O)N1c1ccccc1	-1	5.8	-9	5	91	-13	0	0	-1
CCOC(=O)c1[nH]c(Cc2[nH]c(C(=O)OCC)c(C)c2CCC(=O)OC)c(CCC(=O)OC)c1C	-4	1.4	0	2	101	-6	-9	6	2
(more compounds)
SMILES	GalR3 antagonist	CRFBP-R2 agonist	p-CIP stab down	IDE cell inh	MEKK3 PB1 HTS	PHOSPHO1 block	CRFR2-BP antag	IDE act	M4 PAM
CC(C)Cn1c(CCCNC(=O)c2ccco2)nc2ccccc21	-10	-0.8	-12	1	96	30	10	4	-2
Cn1c(N)c(C(=O)COC(=O)c2cccnc2Cl)c(=O)n(C)c1=O	-1	-0.2	7	6	71	36	14	0	2
CCOc1ccc(CCNC(=O)COC(=O)c2ccc(F)c(S(=O)(=O)N3CCOCC3)c2)cc1OCC	-1	-1.7	.	2	.	.	17	4	-1
COc1cc(NC(=S)N2CCN(C(c3ccccc3)c3ccccc3)CC2)cc(OC)c1	-2	-0.3	-16	2	113	-7	1	5	-14
COC(=O)c1ccc(/C=N\NC(=O)CC(=O)NCCc2ccccc2)cc1	7	-2.6	-6	-1	99	46	-8	4	-1
O=C(NCC(c1ccc(F)cc1)N1CCOCC1)c1cccnc1Sc1ccccc1Cl (stereo unspecified)	-3	1.8	.	3	.	.	-7	0	3
CCN1C(=O)C(O)(CC(=O)c2ccccn2)c2ccccc21 (stereo unspecified)	-1	-0.1	6	5	105	11	-7	3	5
O=C(NC(=S)NCCN1CCOCC1)c1ccc(Cl)cc1Cl	-2	-3.3	-1	1	98	43	-19	5	5
COc1ccc(CCC(C)NC2CCCCCCC2)cc1 (stereo unspecified)	-13	4.5	0	1	99	47	-21	3	-12
COc1ccccc1C(=O)NN(C)C1=NS(=O)(=O)c2ccccc21	-11	-1.6	-9	0	107	39	-4	0	-1
CC(C)(C)/C(COc1ccccc1[N+](=O)[O-])=N/O	-6	-1.3	-7	-2	88	37	23	0	-1
Cc1cccc(OCc2nnc(SCCC(=O)O)n2-c2ccccc2)c1	-4	-2.1	6	6	106	14	7	5	3
Cc1nc2ccccn2c1C(=O)N/N=C/c1ccc([N+](=O)[O-])cc1	.	-1.0	0	-5	89	36	2	.	.
COc1ccc(NC(=O)c2sccc2-n2cccc2)cc1	3	-2.1	7	2	100	12	11	5	-1
COc1ccc(N2C(=O)N3[C@H](c4ccc(Cl)cc4)[C@@H]4C(=O)N(C5CCCCC5)C(=O)[C@@H]4[C@]3(C)C2=O)cc1	-6	-0.8	-8	-6	100	15	-10	2	2
Fc1ccc(C(c2nnnn2Cc2ccco2)N2CCN(C3CCCCC3)CC2)cc1 (stereo unspecified)	-6	0.4	-3	-1	104	-10	-8	-6	7
Cc1occc1C(=O)N/N=C/c1cccc2ccccc12	-8	-1.2	-2	3	102	9	0	4	-4

Part of the list above, reformatted.
SMILES: COc1ccc([C@H]2CC(=O)C=C(c3ccc(F)cc3OCc3ccccc3)C2)cc1
  GalR3 antagonist: -1; CRFBP-R2 agonist: 5.2; p-CIP stab down: .; IDE cell inh: -3; MEKK3 PB1 HTS: .; PHOSPHO1 block: .; CRFR2-BP antag: -18; IDE act: 0; M4 PAM: 5
SMILES: CC(C)CCNC(=O)[C@@H](NC(=O)c1c(F)cccc1F)C(C)C
  GalR3 antagonist: -3; CRFBP-R2 agonist: -1.8; p-CIP stab down: -8; IDE cell inh: 0; MEKK3 PB1 HTS: 101; PHOSPHO1 block: 0; CRFR2-BP antag: 13; IDE act: 3; M4 PAM: 2

Rows are unselected; overall some 4.2% were active at least once.
